Bioassay records: PubChem, National Center for Advancing Translational Sciences (NCATS)
HCV inhibitor = qHTS Assay for Inhibitors of Hepatitis C Virus (HCV) | Potency, µM (highest dose often 41.8 µM), without a hit: top-dose activity change, negative = inhibition, usual class: inhibitors | AID 651820, 2012 | 340,000 compounds, 3.4% hits | Huh7.5.1 HCVcc-Cre infection, luciferase reporter, 44 h; also: potency is read from the fitted curve at half-maximal effect
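Antiviral activity was scored by luciferase reporter output from cells infected with HCVcc-Cre (~0.5 moi) in presence of compound, 44 h infection period, cells seeded 1,000/well 4 h prior.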
AmpC no deterg = qHTS Inhibitors of AmpC Beta-Lactamase (assay without detergent); AmpC nitrocefin hydrolysis, absorbance 480 nm, 0.0001% Triton; 330,000 compounds, 0.52% hits; P00811; Potency, µM (highest dose often 57.1 µM), for the others: at the top dose activity change, negative = inhibition, hits mostly inhibitors;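 also: potency is read from the fitted curve at half-maximal effect; plate controls were no compound for no effect and no enzyme for full effect; nearly all actives have a fitted effect of over 20% in size; some results filed as inactive show a strong effect at the top dose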
Target sequence (P00811 whole entry, looked up): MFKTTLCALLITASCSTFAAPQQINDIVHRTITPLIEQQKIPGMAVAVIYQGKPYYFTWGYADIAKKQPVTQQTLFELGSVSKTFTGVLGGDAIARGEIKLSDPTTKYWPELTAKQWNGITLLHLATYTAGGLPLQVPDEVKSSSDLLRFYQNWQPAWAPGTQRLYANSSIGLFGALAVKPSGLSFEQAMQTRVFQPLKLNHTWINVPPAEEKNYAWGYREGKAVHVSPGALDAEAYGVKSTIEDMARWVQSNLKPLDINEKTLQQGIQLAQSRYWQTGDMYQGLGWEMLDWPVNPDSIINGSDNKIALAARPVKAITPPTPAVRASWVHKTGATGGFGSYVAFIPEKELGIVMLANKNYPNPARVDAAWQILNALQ
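20 mM phosphate pH 7.0 + 0.01% (detergent screen) or 0.0001% Triton X-100; 5.3 nM AmpC reagent; cpd preinc 15 min RT; nitrocefin (800 uM stock) to start; A480 q20 s × 4 min; Activity was normalised to no-enzyme and no-compound control wells.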
FBPA Giardia inh = qHTS Assay for Inhibitors of Fructose-1,6-bisphosphate Aldolase from Giardia Lamblia; A8B2U2; purified Giardia FBPA; Potency, µM (highest dose often 59.6 µM), without a hit: at the top dose activity, negative = inhibition, most hits filed as inhibitors; 290,000 compounds, 0.71% hits; also: potency is read from the fitted curve at half-maximal effect; nearly all actives have a fitted effect of over 55% in size
Target sequence (A8B2U2 whole entry, looked up): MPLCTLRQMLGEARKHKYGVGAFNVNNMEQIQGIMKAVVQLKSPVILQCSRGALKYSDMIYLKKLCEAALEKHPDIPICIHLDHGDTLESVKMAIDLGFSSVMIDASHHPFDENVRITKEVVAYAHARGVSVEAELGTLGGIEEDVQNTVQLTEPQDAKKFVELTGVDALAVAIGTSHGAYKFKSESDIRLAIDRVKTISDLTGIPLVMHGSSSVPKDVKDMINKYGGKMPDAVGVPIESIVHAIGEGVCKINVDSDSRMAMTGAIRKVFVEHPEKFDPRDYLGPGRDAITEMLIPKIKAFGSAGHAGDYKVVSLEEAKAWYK
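40 nM FBPA preincubated 10 min at RT with compound (up to 57.5 uM final), then substrate plus GAPDH/TPI/NAD/arsenate coupling and diaphorase/resazurin added. Fluorescence read after 20 min at RT, 525/598 nm.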
AmpC inh detg = qHTS Inhibitors of AmpC Beta-Lactamase (assay with detergent); P00811; AmpC hydrolysis of nitrocefin, absorbance 480 nm, 0.01% Triton; Potency, µM (doses to about 114 µM), inactives show top-dose activity change, negative = inhibition, most hits filed as inhibitors; 370,000 compounds, 0.041% hits;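 also: potency is read from the fitted curve at half-maximal effect; 0% = no-compound wells and -100% = no-enzyme wells; nearly all actives have a fitted effect of over 25% in size; some results filed as inactive show a strong effect at the top dose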
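AmpC (5.3 nM in the dispensed reagent) in 20 mM phosphate pH 7.0 with 0.01% (detergent screen) or 0.0001% Triton X-100 was preincubated with compounds for 15 min at room temperature. Nitrocefin was then added from an 800 uM solution, and hydrolysis was followed at 480 nm.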
Sm TGR block = qHTS Assay for the Inhibitors of Schistosoma Mansoni Peroxiredoxins; Schistosoma mansoni thioredoxin glutathione reductase (TGR), Q962Y6; purified TGR, DTNB reduction, TNB absorbance 405 nm; Potency, µM (titrated, usually from 114 µM), for the others: at the highest dose activity change, negative = inhibition, hits mostly inhibitors; 360,000 compounds, 3% hits; AID 485364, 2010; also: potency is read from the fitted curve at half-maximal effect; nearly all actives have a fitted effect of over 60% in size
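First, TGR (20 nM dispensed) and NADPH were mixed with compound. Second, a 15 min room-temperature incubation followed. Third, further NADPH and then DTNB were added to start the reaction. Finally, TNB absorbance was monitored kinetically.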
HCMV inh = qHTS Assay for inhibitors of the human cytomegalovirus (HCMV) | HFF cells, HCMV-luciferase reporter, 72 h; stronger effect = lower value | activity change, negative = inhibition, % at 57.5 µM | 410,000 compounds, 4.5% hits | AID 1259415, 2018; in the data active = activity change below about -60%; inconclusive = no clear call, values can overlap the other calls; inactive = above about -39%
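HFF cells seeded 16 h at 37C, treated with compounds, infected with luciferase-reporter HCMV at MOI 1 PFU/cell; luciferase read at 72 h post infection, normalized to buffer-only and Salinomycin controls.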
Numbers without * were called inactive; ? = inconclusive; nt = no result given; & = joins results of further samples; [ ] = dose if it differs, or a comment. Unless noted, calls follow the shape of the dose curve; as a rule, active = well fitted curve in the direction sought with a large enough effect; inconclusive = small, poorly fitted or top-dose-only effect, or another doubt; inactive = no such curve, though single readings can be large; an effect the other way counts as inactive or inconclusive. Unless noted, % is scaled to controls: 0 for no effect and ±100 for the full control effect. Random draw from the library. Share with any hit: about 9.9%.

Value order – HCV inhibitor, AmpC no deterg, FBPA Giardia inh, AmpC inh detg, Sm TGR block, HCMV inh
- CC(C)(C)c1ccc(Cn2nnc3c(=O)[nH]c(C4CCN(C(=O)c5ccco5)CC4)nc32)cc1
 : 15%, 69%[activator], -6%, -9%, -25%, -15
- CCOC(=O)N1CN(C(=O)OCC)CN(C(=O)OCC)C1
 : -2%, -6%, 4%, 3%, -17%, 30
- N#CCC(=O)N1CCCCCC1
 : 32%[activator], -15%, 3%, -15%, -27%, 54
- CCOc1ccc(S(=O)(=O)N2CCCC(C(=O)N3CCC(C(N)=O)CC3)C2)cc1Cl (configuration not stated)
 : 0%, 61%[activator], 3%, -2%, 7%, 92
- COC(=O)c1cc(O)c(OCc2ccccc2)c(O)c1
 : 23%, -11%, -2%, ?, 4%, 7
- O=C(Oc1ccc(-c2cnc3ccccc3n2)cc1)c1cccc([N+](=O)[O-])c1
 : -2%, -6%, -3%, -1%, 4%, 67
- CC1Cc2ccccc2N1C(=O)Cn1cc([N+](=O)[O-])cn1 (configuration not stated)
 : 15%, 3%, 0%, 1%, 8%, 76
- COc1ccc2[nH]c(=O)c(CN(Cc3nnnn3Cc3ccc(F)cc3)CC3CCCO3)cc2c1 (configuration not stated)
 : 15%, 68%[activator], -2%, -15%, -9%, -7
- CCC(=O)N1CCN(c2c(Cl)cccc2[N+](=O)[O-])CC1
 : 27%, -15%, 8%, 1%, -25%, -20
- CC(=O)Oc1ccccc1C(=O)Oc1ccccc1C(=O)O
 : 19%, -19%, 15%, 6%, 0%, 18
- O=C(NCc1ccc2c(c1)OCO2)C1CCCN1C(=O)Nc1cccc(Cl)c1 (configuration not stated)
 : -10%, -4%, 1%, 4%, 1%, -4
- O=C(NS(=O)(=O)Oc1cccc(F)c1)OC[C@@H]1CCCN2CCCCC12 (some centres not stated)
 : 6%, 8%, 5%, -2%, -2%, 6
- CC1CCN(S(=O)(=O)c2ccc3c(c2)c(=O)c(C(=O)NCc2ccccc2Cl)cn3C)CC1
 : 10%[0.335 µM], -50%, 1%, ?, -5%, nt
- COc1ccc2oc(C(=O)OCC(=O)N3CCN(C(C)=O)CC3)c(C)c2c1
 : -11%, -2%, nt, -18%, -1%, -3
- COc1cccc(C2C3(C#N)C(N)=NC(OC)(OC)C23C#N)c1 (configuration not stated)
 : 25%, -25%, -14%, ?, -3%, 45
- COc1ccc(N(CC(=O)N2CCN(c3cccc(C)c3)C(C)C2)S(=O)(=O)c2c(C)n[nH]c2C)cc1 (configuration not stated)
 : -3%, 170%[activator], -9%, -2%, -13%, -77*
- COC(=O)c1ccc(C(=O)Nc2ccc(C(C)C)cc2N)cc1
 : -6%, -35%, 0%, -3%, 2%, 12
- CC1CCN(S(=O)(=O)c2ccc3c(c2)CCC(=O)N3CC(=O)Nc2cccc(C#N)c2)CC1
 : nt, ?, nt, 4%, 10%, 55
- CSc1ccccc1NC(=O)COC(=O)Cc1cccs1
 : 11%, -3%[2.29 µM], 1%, ?, -2%, -9
- CC1=C(OC(=O)c2ccc(Br)cc2)C(C)(C)C(c2ccccc2)OC1=O (configuration not stated)
 : 9%, -13%, 0%, -1%, -4%, -18
- Cc1ccc(S(=O)(=O)Nc2cccnc2)cc1C
 : -21%, -13%, 12%, -14%, 0%, 4
- CN(C)S(=O)(=O)c1ccc(/C(O)=C2/C(=O)C(=O)N(Cc3cccnc3)C2c2ccco2)cc1 (configuration not stated)
 : 5%, -22%, -9%, ?, ?, -67*
- Clc1ccc(-c2nc3ncccn3c2Nc2ccc3c(c2)OCO3)cc1
 : 0%, 0%, -1%, 6%, -7%, -2
- CCN(CC)C(=O)CC(c1ccc(N(C)C)cc1)c1c(OC)cc(OC)c2ccc(=O)oc12 (configuration not stated)
 : -39%, 111%[activator], -8%&-1%, 3%, -31%, -15
- Cc1ccc(N=Nc2c(N)nn3c(N)c(C#N)c(C)nc23)cc1
 : -5%, -17%, -5%, 5%, 0%, -11
- Cc1ccc(N2CCN(S(=O)(=O)c3cccs3)CC2C)cc1 (configuration not stated)
 : ?, -19%, 11%, ?, 7%, -11
- CCC1CCCCN1c1ccc([N+](=O)[O-])cc1/C=N/NC(=O)Cn1c2ccccc2c(=O)c2ccccc21 (configuration not stated)
 : ?, -6%, -2%, 0%, -5%, -13
- CC(C)NC(=O)CSc1ccccc1C(=O)NNC(=O)Cn1ccc(C(F)(F)F)n1
 : 5%, -1%, nt, -13%, -19%, -15
- COC(=O)C(CCSC)NC(=O)c1cc2c(n(-c3ccc(C)cc3)c1=O)CCCC2=O (configuration not stated)
 : 4%, -13%, -9%, -7%, ?, -36
- Cc1cc(C(=O)COC(=O)Cc2n[nH]c(=O)c3ccccc23)c(C)n1-c1ccc2c(c1)OCO2
 : -9%, -11%, -17%, ?, 4%, -21
- COc1ccc(C(=O)NCC(=O)NCc2cc(=O)n(C)c(=O)n2C)cc1
 : 18%, 2%, 2%, 2%, -2%, 31
- CCOc1ccccc1CN1CCN(Cc2ccc3cccc(OC)c3n2)CC1CCO (configuration not stated)
 : -8%, 139%[activator], -11%, -2%, 25µM*, 15
- Clc1ccc(CN2C3=NCCCN3c3ccccc32)cc1Cl
 : ?, 26%, 4%, 6%, nt, -84*
- CCCCC(=O)Nc1ccccc1N1CCOCC1
 : 1%, -5%, 1%, 8%, -35%, -18
- COc1cccc(C(=O)NCCN2CCN(c3ccc(Cl)cc3)CC2)c1
 : 16%, -13%, 4%, -2%, 5%, ?
- CCOC(=O)c1cc(-c2ccccc2C)nn1Cc1cc(C)no1
 : -5%, 35%, nt, -10%, -2%, -3
- O=C(CCCn1c(=O)[nH]c2ccsc2c1=O)N1CCCCC1
 : 19%, -10%, 3%, -4%, 3%, -20
- Cc1ccc(NC(=O)C(c2ccc(Cl)cc2)N2CCCCC2)cc1 (configuration not stated)
 : ?, -14%, 5%, -1%, 4%, 26
- Brc1cccc(-c2nnn3c2nc(NC2CCCCC2)c2ccccc23)c1
 : nt, nt, nt, 14%, 37%[activator], 35
- Cc1c(C(=O)N(C)C)sc2c1c(=O)n(-c1ccc(F)cc1)c(=O)n2Cc1cc(=O)n2ccccc2n1
 : nt, nt, nt, 3%, -1%, 11

Next section, starting with the last two of the part before.
Value order – HCV inhibitor, AmpC no deterg, FBPA Giardia inh, AmpC inh detg, Sm TGR block, HCMV inh
- Brc1cccc(-c2nnn3c2nc(NC2CCCCC2)c2ccccc23)c1
 : nt, nt, nt, 14%, 37%[activator], 35
- Cc1c(C(=O)N(C)C)sc2c1c(=O)n(-c1ccc(F)cc1)c(=O)n2Cc1cc(=O)n2ccccc2n1
 : nt, nt, nt, 3%, -1%, 11
- CCOC(=O)c1nnc(-c2ccccc2)nc1NCc1ccc(Cl)cc1
 : -6%, -6%, -1%, ?, -1%, -32
- CC(OC(=O)C1=COCCO1)C(=O)Nc1cc(S(=O)(=O)N2CCCCC2)ccc1Cl (configuration not stated)
 : -9%, 3%, 0%, 4%, 6%, -17
- CS(=O)c1ccc(-n2c(=O)n(Cc3ccccc3)c(=O)c3[nH]cnc32)cc1 (configuration not stated)
 : -6%, -4%, ?, -1%, 8%, -37
- COc1cc2c(cc1OC)CN(C(=O)C1CCCN(C(=O)c3ccc(Cl)cc3)C1)CC2 (configuration not stated)
 : 2%, 96%[activator], nt, -11%, -8%, ?
- COc1cc2[nH]c(=O)n(Cc3ccc(C(=O)NCc4ccccc4)cc3)c(=O)c2cc1OC
 : nt, nt, nt, 8%, 1%, 0
- COc1ccc(CNC(=O)c2ccc(CNc3c(NC4CCCCC4)c(=O)c3=O)cc2)cc1
 : 0%[8.37 µM], -41%, 3%, ?, -9%, 38
- Cc1csc(SCCn2c(N3CCN(c4ccccc4)CC3)nc3c2c(=O)[nH]c(=O)n3C)n1
 : ?, 19%, 0%, 9%, 9%, -29
- CCOC(=O)C1(C)NC(c2ccc(N(C)C)cc2)C2C(=O)N(CC)C(=O)C21 (configuration not stated)
 : 6%, -2%, 0%, ?, 3%, 9
- COc1ccccc1N1CCN(c2ncnc3onc(C)c23)CC1
 : nt, nt, nt, -7%, 10%, -27
- COc1ccc(S(=O)(=O)N2c3ccccc3OCC2C)cc1 (configuration not stated)
 : ?, -18%, -7%, ?, 2%, -66*
- CCn1c(COc2cccc3cccnc23)nnc1SC(F)F
 : -2%, 2%, 0%, -5%, 5%, -24
- CCCCNc1c(-c2ccc(SC3CCCCC3)c(OC)c2)nc2ccc(Cl)cn12
 : 2%, -23%, nt, ?, 0%, 26
- Cc1cc(Nc2ccccc2F)n2nc(-c3ccccc3)nc2n1
 : nt, nt, nt, 21%, 2%, 6
- COc1ccc(CC(=O)NNc2ncnc3c2cnn3-c2ccc(C)cc2)cc1OC
 : ?, -7%, 9%, -3%, -2%, -6
- COC(=O)c1ccc(CSCc2ccc(C(=O)OC)o2)o1
 : -3%, -1%, -1%, 2%, -9%, 62
- COc1c(C)cc(C(=O)C2CCCN(C(=O)c3snnc3C)C2)cc1C (configuration not stated)
 : -6%, 33%, 4%, 3%, -11%, 43
- CCOC1=C/C(=C/c2c(N)n3nc(CC(=O)N4CCCC4)sc3nc2=O)C=CC1=O
 : -4%, -27%, ?, -2%, -26%, 0
- Cc1cccc(NC(=O)CSCC(=O)Nc2cc(Cl)ccc2N2CCOCC2)c1
 : ?, 51%, nt, ?, -1%, ?
- COc1ccc(OC)c(C(=O)COC(=O)COc2ccccc2F)c1
 : -16%, -22%, nt, -13%, 6%, -6
- CCOC(=O)c1c(NC(=O)CN2CCN(c3ccc(Cl)cc3)CC2)sc(C)c1C
 : 9%, -29%, 0%, -6%, 7%, 35
- Cc1noc2ncnc(N3CCCC(C(=O)NCCC(C)C)C3)c12 (configuration not stated)
 : nt, nt, nt, 7%, 5%, -29
- O=C(Nc1cccc(S(=O)(=O)N2CCOCC2)c1)c1cnn2c(C(F)F)cc(-c3ccccc3)nc12
 : ?, -9%, 4%, -4%, 36%[activator], 40
- O=C(Cc1ccc(F)cc1)N[C@@H]1c2ccccc2CC[C@@H]1O
 : 13%, -14%, nt, nt, nt, 0
- CS(=O)(=O)N(CC(=O)NC1CC2CCC1C2)c1cccc(C(F)(F)F)c1 (configuration not stated)
 : 9%, 25%, -7%, 2%, 24%, -103*
- Cc1nc2ccc(S(=O)(=O)Nc3cccc(-c4nc5cccnc5s4)c3C)cc2s1
 : ?, -7%, 23%, ?, -8%, ?
- N#Cc1ccc(-c2cn(-c3ccccc3)c3[n+]2CCCS3)cc1
 : 0%, -18%, 1%, 3%, 6%, -5
- O=C(CSc1nc2ccccc2c(=O)[nH]1)Nc1ccc(Br)cc1
 : 2%, 2%, nt, 1%, -16%, 77
- CC(=O)c1sc(Nc2nc3ccc(F)cc3s2)nc1C
 : -17%, 49%, -1%, -14%, 8%, 24
- Cc1cc(C)c(O)c(N)c1
 : nt, -44%, 20µM*, -1%, 3.2µM*, nt
